TrxR1 inh – inhibitors of rat thioredoxin reductase 1 | O89049 | recombinant rTrxR1, NADPH fluorescence consumption, selenite substrate | Potency, µM (highest dose often 114 µM), without a hit: top-dose activity change, negative = inhibition, actives largely listed as inhibitors | 1% of 390,000 active | AID 588453; further: on the % scale 0 is the no-effect control and ±100 the full control effect; nearly all actives have a fitted effect of over 65% in size
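Rat TrxR1 (90 nM in the dispensed reagent) was pre-reduced with 400 uM NADPH for 5 min at room temperature, then incubated with compound for 15 min. After 400 uM selenite was added, NADPH fluorescence (Ex 340/Em 450 nm) was followed for 8 min.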
Vif-APOBEC3F blk – blocks the Vif interaction with APOBEC3F. HeLa A3F-eYFP + Vif (tagged APOBEC3F with the HIV-1 protein that degrades it), YFP fluorescence increase. Potency, µM (series often up to 46.1 µM), without a hit: top-dose activity, negative = active. 0.2% of 390,000 active; further: % of control where 0% means no effect; nearly all actives have a fitted effect of over 65% in size
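HeLa cells stably expressing A3F-eYFP plus Vif, plated and incubated overnight at 37 deg C, then exposed to compounds overnight at 37 deg C. Blocked degradation read as raised yellow fluorescence (Ex 488/Em 500-530).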
TrxR1 substrate – substrates of rat thioredoxin reductase 1; purified TrxR1 substrate turnover, NADPH consumption readout; Potency, µM (highest dose often 114 µM), for the others: at the highest dose activity change, negative = substrate turnover; 0.01% of 390,000 active; AID 588456; further: on the % scale 0 is the no-effect control and ±100 the full control effect; nearly all actives have a fitted effect of over 50% in size
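Rat TrxR1, dispensed at 90 nM, was prereduced with 400 uM NADPH (final) for 5 min at ~22 deg C, then incubated with compound 15 min before 400 uM selenite. A first-read NADPH fluorescence drop versus no-compound background flagged substrates.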
USP1 inh – USP1/UAF1 (human) deubiquitinase inhibition; AID 743255; Potency, µM (doses to about 57.1 µM), for inactives: at the highest dose activity change, negative = inhibition, most hits filed as inhibitors; recombinant USP1/UAF1, Ub-Rhodamine cleavage fluorescence; 0.23% of 390,000 active; O94782; further: on the % scale 0 is the no-effect control and ±100 the full control effect; nearly all actives have a fitted effect of over 60% in size; inactives centre near -12
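USP1/UAF1 complex at 1 nM was preincubated with compound for 15 min at room temperature, then Ub-Rho substrate (150nM final) was added. Fluorescence (480/540 nm) was read kinetically, 6 reads every 60 seconds.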
Vif-APOBEC3G blk – Vif-A3G binding inhibition; AID 602310; HeLa A3G-eYFP + Vif (tagged APOBEC3G with the HIV-1 protein that degrades it), YFP fluorescence, overnight; 0.076% of 410,000 active; Potency, µM (doses to about 46.1 µM), without a hit: at the highest dose activity, negative = active, hits mostly inhibitors;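 further: on the % scale 0 is the no-effect control and ±100 the full control effect; nearly all actives have a fitted effect of over 60% in size; hits raise eYFP signal because A3G escapes Vif-driven loss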
Target sequence (Q9HC16 whole entry, looked up): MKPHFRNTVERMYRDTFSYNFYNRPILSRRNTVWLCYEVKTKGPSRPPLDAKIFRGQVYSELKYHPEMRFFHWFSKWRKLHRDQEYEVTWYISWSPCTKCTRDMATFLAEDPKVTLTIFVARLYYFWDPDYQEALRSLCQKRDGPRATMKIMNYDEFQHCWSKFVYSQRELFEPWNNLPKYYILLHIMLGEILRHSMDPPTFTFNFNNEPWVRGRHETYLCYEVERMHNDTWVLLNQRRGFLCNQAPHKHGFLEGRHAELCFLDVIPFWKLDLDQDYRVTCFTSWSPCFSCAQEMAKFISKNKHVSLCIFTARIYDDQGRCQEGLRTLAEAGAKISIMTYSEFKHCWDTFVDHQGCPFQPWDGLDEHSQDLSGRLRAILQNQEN
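HeLa cells stably expressing Vif and C-terminally eYFP-tagged A3G, seeded overnight at 37 deg C, then exposed to compound by pintool overnight at 37 deg C. Rise in yellow fluorescence (Ex 488/Em 500-530, Acumen) marks blocked Vif-driven A3G degradation.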
ALOX12 inh – blocks human arachidonate 12S-lipoxygenase; purified 12hLO, xylenol orange hydroperoxide absorbance; Potency, µM (series often up to 108 µM), inactives show top-dose activity change, negative = inhibition, hits mostly inhibitors; 1.1% of 580,000 active; further: on the % scale 0 is the no-effect control and ±100 the full control effect
Target sequence (P18054 whole entry, looked up): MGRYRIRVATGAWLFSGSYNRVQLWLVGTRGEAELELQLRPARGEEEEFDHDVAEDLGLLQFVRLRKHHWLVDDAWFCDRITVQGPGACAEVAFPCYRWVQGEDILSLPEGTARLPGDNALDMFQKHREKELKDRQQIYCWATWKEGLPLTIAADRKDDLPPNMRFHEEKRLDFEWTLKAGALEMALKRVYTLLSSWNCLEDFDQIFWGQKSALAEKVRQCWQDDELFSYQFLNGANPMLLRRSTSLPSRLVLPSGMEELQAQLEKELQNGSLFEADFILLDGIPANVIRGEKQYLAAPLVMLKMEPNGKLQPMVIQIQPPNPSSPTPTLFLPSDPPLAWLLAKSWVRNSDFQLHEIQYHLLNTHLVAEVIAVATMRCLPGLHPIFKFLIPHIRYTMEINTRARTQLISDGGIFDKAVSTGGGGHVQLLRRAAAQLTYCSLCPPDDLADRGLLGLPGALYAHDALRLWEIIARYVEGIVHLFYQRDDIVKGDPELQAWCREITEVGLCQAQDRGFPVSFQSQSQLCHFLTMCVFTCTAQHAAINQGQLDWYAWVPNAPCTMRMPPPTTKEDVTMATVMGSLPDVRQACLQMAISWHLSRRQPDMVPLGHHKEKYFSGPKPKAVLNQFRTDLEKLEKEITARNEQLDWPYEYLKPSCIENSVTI
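Hydroperoxide product was detected by ferrous iron/xylenol orange as the 573 to 405 nm absorbance ratio. Arachidonic acid at 40 uM (final) was turned over for 30 min at room temperature by 150 nM human 12hLO, pH 7.0 Hepes buffer, after 15 min compound preincubation.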
mIDH1 inhibitor – blocks human mutant IDH1 R132H enzyme. AID 602179. Potency, µM (top dose mostly 76.6 µM), for inactives: at the highest dose activity change, negative = inhibition, actives largely listed as inhibitors. 0.093% of 390,000 active. O75874. IDH1-R132H enzyme, NADPH consumption, diaphorase/resazurin fluorescence; further: on the % scale 0 is the no-effect control and ±100 the full control effect; nearly all actives have a fitted effect of over 65% in size
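IDH1-R132H (0.5 ug/mL dispensed) in pH 7.5 Tris buffer was preincubated 30 min with compound, then given a substrate mix of 0.016 mM NADPH and 2 mM alpha-KG for 80 min at room temperature; remaining NADPH was read by diaphorase/resazurin fluorescence.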
RXFP1 ag – agonists of human relaxin receptor RXFP1 | HEK293T-RXFP1 cAMP TR-FRET, 30 min; response scale: percent of porcine relaxin response, buffer zero | Potency, µM (series often up to 57.5 µM), inactives show at the top dose activation, usual class: activators | 0.3% of 370,000 active | AID 2676; further: on the % scale 0 is the no-effect control and ±100 the full control effect; nearly all actives have a fitted effect of over 60% in size; many of its hits are not listed in these tables
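cAMP rise read by TR-FRET after 30 min, 37C compound exposure (up to 58 uM) in RXFP1-transfected HEK293 cells with Ro 20174 present. EC50 from Hill-equation fits, with 29 nM porcine relaxin as 100% and buffer as basal.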
RGS4 inh – inhibitors of human regulator of G protein signaling 4 | P49798 | Potency, µM (highest dose often 114 µM), for inactives: at the highest dose activity change, negative = inhibition, most hits filed as inhibitors | 0.039% of 390,000 active | Transcreener GDP fluorescence polarization, RGS4-accelerated GTP hydrolysis | AID 504845; further: on the % scale 0 is the no-effect control and ±100 the full control effect; nearly all actives have a fitted effect of over 75% in size; some results filed as inactive show a strong effect at the top dose
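MLSMR compounds (23 nl, pin-transferred) preincubated 10 min at room temperature with a 500nM (2x) first reagent, then RGS4 at 900nM (2x) plus Transcreener GDP mix added; fluorescence polarization (620/688 nm) read before and after 90 min at 30 °C.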
Active calls of the source: *; ? = inconclusive; / = not tested or not shown; & = joins results of further samples; [ ] = another dose, or the depositor's remark. The call rests on the fitted dose curve; in most records, active means well fitted curve in the direction sought with a large enough effect; inconclusive means small, poorly fitted or top-dose-only effect, or another doubt; inactive means no such curve, though single readings can be large; an effect the other way counts as inactive or inconclusive. Potency means the concentration at half of the fitted maximal effect.

1	COc1ccc(CNC(=O)c2cc3c(=O)[nH]c4ccccc4c3n2C)cc1
2	CCOC(=O)c1sc2nc(C)c3c(c2c1N)CC(C)(C)OC3
3	CC(=O)Nc1cccc(-c2nnc(SCC(=O)N3CCCCC3)n2C)c1
4	CCOC(=O)N1CCC(NC(=O)C2CCCN(Cc3nc(-c4ccc(CC)cc4)oc3C)C2)CC1 (configuration not stated)
5	O=C(CCCCCN1C(=O)CCC1=O)Nc1ccc2c(c1)OCCO2
6	CSc1nnc2c3cc(F)ccc3n(C)c2n1
7	FC(F)(F)c1ccc(N2CCN(c3ncnc4c3nnn4Cc3ccccc3)CC2)nc1
8	C[C@H](CO)N1C[C@H](C)[C@@H](CN(C)S(=O)(=O)c2ccccc2)Oc2ccc(NS(=O)(=O)c3ccccc3)cc2C1=O

assay / entry,1,2,3,4,5,6,7,8
Vif-APOBEC3F blk,1%,-1%,-4%,-6%,-2%,10%,-3%,3%
RXFP1 ag,28%,4.9%,2.4%,0.4%,0.7%,6.3%,-2.1%,/
mIDH1 inhibitor,-6%,8%,1%,2%,-1%,-7%,1%,-5%
ALOX12 inh,-3%,-2%&38%,-10%,-4%,8%,?,6%,-10%
Vif-APOBEC3G blk,0%,0%,-4%,7%,1%,0%,0%,4%
TrxR1 inh,3%,37%[activator],0%,5%,10%[57.1 µM],18%,32%[activator],12%
RGS4 inh,-8%,-3%,1%,21%[11.4 µM],-15%[11.4 µM],6%,8%,10%
TrxR1 substrate,1%,115%[activator],-2%,-4%,-5%,0%,25%,1%
USP1 inh,-16%,1%,-3%,-5%,-17%,-24%,-18%,-24%

9	CCN(CC)c1nc(C=Cc2ccc(N(C)C)cc2)c2nccnc2n1
10	CCOc1ccc(NC(=O)Cn2c(=O)n(Cc3ccc4c(c3)OCO4)c(=O)c3ccc(C(=O)NC4CCCCC4)cc32)cc1
11	Cc1ccsc1C(=O)OCC(=O)NC1CCCCC1
12	O=C(COc1ccc2ccccc2c1)Nc1nc2ccccc2[nH]1
13	COc1cc(NS(=O)(=O)c2ccc3oc(=O)c4ncn(C)c4c3c2)cc(OC)c1
14	CCOc1ccc(NC(=O)CN2C(=O)CSc3ccc(S(=O)(=O)N4CCCC4)cc32)cc1
15	COc1ccc(NC(=O)CCCn2nc(C)c3c(C)n(-c4ccccc4)nc3c2=O)cc1
16	COc1cc2cc(C(=O)N3CCc4ccccc4C3)[nH]c2cc1OC

assay / entry,9,10,11,12,13,14,15,16
Vif-APOBEC3F blk,?,3%,-2%,-5%,-10%,-3%,1%,4%
RXFP1 ag,/,2.9%,/,3.1%,11%,0.4%,0.5%,?
mIDH1 inhibitor,-10%,-4%,12%,7%,20%,-11%,-25%,-10%
ALOX12 inh,?,-13%,10%,73%[activator],-21%,3%,4%,-21%&-3%
Vif-APOBEC3G blk,?,-7%,2%,-1%,?,3%,-5%,1%
TrxR1 inh,/,22%,/,14%,3%,-8%,26%[57.1 µM],38%[activator][57.1 µM]
RGS4 inh,/,10%,/,0%,-1%,-3%,-12%[56.9 µM],-6%[56.9 µM]
TrxR1 substrate,/,10%,/,3%,-2%,-11%,6%[57.1 µM],4%[57.1 µM]
USP1 inh,0%,-19%,-19%,-3%,-26%,-19%,-14%,-12%

Next section, starting with the last 3 of the part before.
14	CCOc1ccc(NC(=O)CN2C(=O)CSc3ccc(S(=O)(=O)N4CCCC4)cc32)cc1
15	COc1ccc(NC(=O)CCCn2nc(C)c3c(C)n(-c4ccccc4)nc3c2=O)cc1
16	COc1cc2cc(C(=O)N3CCc4ccccc4C3)[nH]c2cc1OC
17	Cc1nn(C)c(Cl)c1CN1CCC(n2nccc2NC(=O)C2CCCC2)CC1
18	O=c1[nH]c2ccccc2nc1-c1cccs1
19	CC(C)(C)n1nnnc1C(c1cccnc1)N1CCN(c2cccc(C(F)(F)F)c2)CC1 (configuration not stated)
20	Cc1ccccc1/C(N)=N/O
21	Cc1ccc(Nc2c(-c3ccccc3O)nc3cc(C)ccn23)cc1
22	Cc1ccccc1NC(=O)C1(NC(=O)c2cccc(N3C(=O)CSC3c3ccccc3)c2)CCCCC1 (configuration not stated)
23	Cc1cccc(CCN(CC(=O)NC2CCCCC2)C(=O)c2csnn2)c1
24	CCOC(=O)c1[nH]c(C)c(C(=O)NCCc2ccccc2)c1C

assay / entry,14,15,16,17,18,19,20,21,22,23,24
Vif-APOBEC3F blk,-3%,1%,4%,-15%,-13%,1%,3%,-3%,/,8%,-4%
RXFP1 ag,0.4%,0.5%,?,2.0%,2.7%,1.3%,-0.2%,18%,2.2%,0.0%,-1.8%
mIDH1 inhibitor,-11%,-25%,-10%,0%,5%,5%,4%,14%,-1%,-6%,12%
ALOX12 inh,3%,4%,-21%&-3%,0%,5%,5%,0%,-13%,-9%,-32%,-2%
Vif-APOBEC3G blk,3%,-5%,1%,-6%,-13%,1%,-3%,11%,-1%,0%,6%
TrxR1 inh,-8%,26%[57.1 µM],38%[activator][57.1 µM],7%,20%,5%,-9%,16%,3%,23%[57.1 µM],9%
RGS4 inh,-3%,-12%[56.9 µM],-6%[56.9 µM],-31%,14%,-12%,10%,9%,-10%,-18%,9%
TrxR1 substrate,-11%,6%[57.1 µM],4%[57.1 µM],6%,44%[activator],-6%,-3%,8%,-6%,10%,-1%
USP1 inh,-19%,-14%,-12%,-13%,-9%,-26%,-7%,-20%,-3%,?,5%

25	Cc1cc(C)cc(-n2ccn3c(CC(C)(C)CC(=O)O)nnc3c2=O)c1
26	COc1ccc(CNC(=O)CN2C(=O)NC3(CCCc4sccc43)C2=O)cc1 (configuration not stated)
27	COc1ccc(Cl)cc1Nc1nc(C)nc2c1nnn2Cc1ccccc1
28	COc1ccc(Cl)cc1NC(=O)CN(C)C(=O)c1cc2c(F)cccc2s1
29	CCCN1CCN(CC2=C(C(=O)OCC)C(c3ccc(Cl)cc3)NC(=O)N2)CC1 (configuration not stated)
30	CCOC(=O)C1CC2=C(CCCC2=O)NC1=O (configuration not stated)
31	Cc1ccccc1NC(=S)N(CCCN1CCOCC1)Cc1cccs1
32	Cc1sc2nc3ccc(N4CCCCC4)nn3c(=O)c2c1C

assay / entry,25,26,27,28,29,30,31,32
Vif-APOBEC3F blk,1%,-2%,-13%,-8%,1%,5%,-13%,5%
RXFP1 ag,7.0%,-0.2%,20%,1.0%,0.1%,/,-0.5%,5.6%
mIDH1 inhibitor,-5%,2%,1%,1%,12%,-3%,2%,2%
ALOX12 inh,-1%,5%,-5%,-22%,-15%,14%,-6%,?
Vif-APOBEC3G blk,0%,-3%,-14%,-23%,4%,-4%,0%,-9%
TrxR1 inh,9%,1%,87%[activator],27%,14%,-4%,-15%,5%[57.1 µM]
RGS4 inh,10%,8%,-1%,-3%,14%,-15%,-12%,-22%
TrxR1 substrate,-2%,-4%,245%[activator],-1%,0%,-3%,-1%,9%[57.1 µM]
USP1 inh,-8%,-9%,-24%,-22%,-29%,-8%,-27%,-10%

33	Cc1cc(C)n2nc(SCc3nnc(-c4cccs4)o3)nc2n1
34	COc1ccc(C(=O)NCC(=O)OCc2ccc(Br)cc2)cc1
35	CCN(CC)S(=O)(=O)c1ccc(OC(C)C)nc1
36	COC(=O)C1=C[C@@H](C(=O)OC)C2C3=C(C(=O)[C@@]2(C)NC(=O)c2ccccc2)[C@H](c2ccccc2)[C@@H]2C(=O)N(c4ccccc4)C(=O)[C@@H]2[C@@H]3C1 (some centres not stated)
37	COc1ccc(Nc2nc3ccc(Cl)cc3nc2-n2nc(C)cc2C)cc1
38	Cc1noc(NS(=O)(=O)c2ccc(NC(=O)c3ccc(N4C(=O)c5ccccc5C4=O)cc3)cc2)c1C
39	Cc1ccc(S(=O)(=O)NCCCCCC(=O)Nc2cccc(C)c2)cc1
40	CCOC(=O)c1c(C)noc1CP(=O)(c1ccccc1)c1ccccc1

assay / entry,33,34,35,36,37,38,39,40
Vif-APOBEC3F blk,5%,0%,2%,/,1%,-29%,-5%,0%
RXFP1 ag,14%,-0.6%,0.3%,/,0.9%,4.9%,2.9%,-0.4%
mIDH1 inhibitor,1%,0%,-1%,/,7%,-4%,9%,1%
ALOX12 inh,0%,4%,-16%,/,2%,-7%,-9%,-14%
Vif-APOBEC3G blk,0%,-2%,0%,-3%,-9%,0%,-5%,2%
TrxR1 inh,49%[activator][57.1 µM],8%,-5%[57.1 µM],6%,38%[activator][57.1 µM],6%[57.1 µM],9%[57.1 µM],10%
RGS4 inh,-3%,-13%,2%,-1%,13%,-12%,-3%,-15%
TrxR1 substrate,74%,4%,0%[57.1 µM],-4%,7%[57.1 µM],5%[57.1 µM],7%[57.1 µM],2%
USP1 inh,-10%,-9%,-1%,/,-17%,2%,-22%,-11%

Assay outcomes (PubChem BioAssay)

An excerpt; the hit share may differ from the screen's.
